M1AAP inhibition: malaria alanyl aminopeptidase activity blockers – biochemical, fluorogenic H-Leu-NHMec substrate, 1536-well (AID 1445); recombinant M1AAP, H-Leu-NHMec fluorogenic kinetic assay; higher % means a stronger effect; inhibition, % at 30 µM, or IC50 in µM where a hit was titrated; 220,000 compounds, 0.42% hits;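 active means primary inhibition above the hit cutoff, then over 50% inhibition at one or more dose response concentrations, cut at about 23% in these data, passing the limit was not always enough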;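 further: plate controls were DMSO full reaction for no effect and no enzyme background for full effect; strong numbers were not always called active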
PMI inhibitors: MPI enzyme activity inhibition – biochemical, fluorescence intensity, coupled assay, primary screen (AID 1209) | purified PMI enzyme, coupled fluorescence intensity; higher % means a stronger effect | one-dose inhibition, % at 20 µM; IC50 in µM for titrated hits | 190,000 compounds, 0.42% hits;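 further: plate controls were DMSO vehicle for no effect and wells lacking substrate for full effect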
PMI inhibition: MPI inhibition at elevated mannose 6-phosphate – biochemical, fluorescence intensity, high mannose 6-phosphate, primary screen (AID 1220); 190,000 compounds, 0.66% hits; inhibition, % at 20 µM; hits with a dose series show IC50 in µM; recombinant PMI enzyme, coupled fluorescence intensity; higher % means a stronger effect
P. falciparum M17LAP: P. falciparum M17LAP inhibitors, primary screen, biochemical, fluorogenic H-Leu-NHMec substrate, 1536-well (AID 1619); 220,000 compounds, 0.38% hits; recombinant M17LAP, H-Leu-NHMec fluorogenic kinetic assay; higher % means a stronger effect; one-dose inhibition, % at 30 µM; IC50 in µM for titrated hits;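 active means compound inhibiting the enzyme by more than half at any dose during confirmatory dose-response retesting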;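 further: plate controls were full reaction with DMSO carrier for no effect and no enzyme background for full effect; strong numbers were not always called active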
TNAP activation fold: stimulation of alkaline phosphatase TNAP activity – biochemical, luminescent, no phosphate acceptor, uHTS, primary screen (AID 1001) | 200,000 compounds, 0.03% hits | purified TNAP, luminescent activation assay, no phosphate acceptor; higher activation fold means a stronger effect | activation fold at 20 µM, or EC50 in µM where a hit was titrated; in the data active means activation fold from about 3, or a potency from the dose series; inactive means the rest, 99 in 100 with activation fold below about 1.6; further: many of its hits are not listed in these tables
Yfh1-depleted yeast: mitochondrial function rescue without frataxin homolog – Friedreich's ataxia, plus single-dose screen, dose response (AID 1465) | fold induction at 50 µM; hits with a dose series show EC50 in µM | 220,000 compounds, 0.074% hits | S. cerevisiae Yfh1-off respiration, WST-1 reduction, 72 h; higher fold induction means a stronger effect;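 active means fold induction of absorbance versus untreated yeast above a set limit, then at least 30% activation at any dose in follow-up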;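 further: activators that raise dye reduction in frataxin-depleted yeast; strong numbers were not always called active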
XIAP antagonists: XIAP antagonists, biochemical, IAP family, fluorescence polarization (AID 1018) | XIAP BIR domain, fluorescence polarization peptide displacement; higher % means a stronger effect | one-dose displacement, % at 20 µM; IC50 in µM for titrated hits | 200,000 compounds, 0.007% hits; in the data active means displacement above about 50%; further: a part of the inactive calls stands beside numbers as strong as those of hits
WT yeast gro inh: growth inhibition of WT yeast, mitochondrial fusion screen; 190,000 compounds, 2.1% hits; inhibition, % at 10 µM; AID 1362; mitochondrial fusion phenotypic screen, WT strain; in the data active means inhibition above about 58%; tested in S. cerevisiae
LYP phosphatase: PTPN22 lymphoid phosphatase activity blockers – biochemical, fluorescence intensity, uHTS (AID 1779). 290,000 compounds, 0.054% hits. one-dose inhibition, % at 11.5 µM; IC50 in µM for titrated hits. recombinant LYP phosphatase, fluorescence intensity; higher % means a stronger effect;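 further: plate controls were vehicle with enzyme for no effect and no enzyme for full effect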
WT yeast gro inh mutant strain: recorded beside WT yeast gro inh, whose call it bears; inhibition, %; mitochondrial fusion phenotypic screen, mutant strain inhibition
Numbers without * were called inactive; i = inactive; nt = no result given. Unless noted, no stated cut-off is given here; in the data, active means inhibition above about 50%; inactive means the rest. Rows are unselected (roughly 3.7% active in at least one column).

SMILES | M1AAP inhibition | PMI inhibitors | PMI inhibition | P. falciparum M17LAP | TNAP activation fold | Yfh1-depleted yeast | XIAP antagonists | WT yeast gro inh | WT yeast gro inh mutant strain | LYP phosphatase
CC(C)=CCN1CCN(Cc2cccc3nonc23)CC1CCO (stereo not given) | 7% | 1% | 3% | 8% | 1 | i | -5.8% | 2 | 6 | -2%
O=C(Nc1ccc2[nH]c(=O)[nH]c2c1)c1ccc(Cl)c(Cl)c1 | 3% | -6% | -3% | 4% | 1.1 | i | -7.7% | -4 | 1 | -4%
Cc1nc(CCNC(=O)Cc2ccc(F)cc2)cs1 | 0% | 13% | 8% | 3% | 1 | i | -25% | -16 | -5 | 0%
Nc1cc[n+](CC(=O)c2ccc3c(c2)OCCO3)cc1 | 6% | 11% | 0% | -2% | 1.1 | i | 4.7% | 36 | 8 | -2%
CC1CN(c2nc3ccccc3cc2-c2ccccc2)CC(C)O1 (stereo not given) | 0% | 4% | 6% | -4% | 1 | i | -5.5% | 78* | 67* | 1%
CN(CC(=O)Nc1ccccc1Cl)C(=O)CSc1ncc(C(F)(F)F)cc1Cl | 10% | 10% | -5% | 11% | 1 | i | -14% | 6 | -1 | 6%
COC(=O)c1sc(NC(=O)CSc2nnc(C(C)C)n2C)nc1C | 0% | 18% | 20% | 14% | 1.1 | i | -1.1% | 16 | 19 | 3%
CC(C)NC(=O)C1CCN(C(=O)c2cc3sccc3n2Cc2ccc(F)cc2)CC1 | 10% | 14% | 8% | -1% | 1.1 | i | -21% | 0 | 14 | -3%
CC(=O)Nc1ccc(NC(=O)C2(C)CC2(Cl)Cl)cc1 (stereo not given) | 1% | -2% | -7% | 3% | 1 | i | -7.1% | -14 | -11 | -1%
O=C(O)c1ccc(-c2nc(-c3ccccc3Cl)cs2)cc1 | 12% | -10% | -10% | 6% | 1.1 | i | -3.0% | 22 | 14 | 9%
CC(/C=N/NC(=O)c1cc(-c2ccc(C)o2)[nH]n1)=C\c1ccccc1 | 9% | -1% | 2% | -5% | 1.6 | i | -2.2% | 7 | 2 | 8%
CC1(CC(=O)N/N=C/c2ccc(-c3ccc(C(=O)O)cc3)o2)OCCO1 | 17% | -5% | -6% | 36% | 1 | i | -6.4% | -3 | -1 | 0%
Cn1nnc2cc(C(=O)NC(C)(C)C)ccc21 | 3% | 1% | 10% | -6% | 1.1 | i | -3.9% | 9 | 71 | -5%
COc1cc(OC)c(NS(=O)(=O)c2cc(C(=O)OC(C)C(=O)NC3CC3)c(Cl)cc2Cl)cc1Cl (stereo not given) | 10% | 0% | 14% | 7% | 1 | i | -1.0% | 8 | 7 | -4%
Cc1ccc(N2C(=S)N=C(Nc3ccccc3C)C23CCOC(C)(C)C3)cc1 (stereo not given) | 2% | -4% | 8% | -5% | 1 | i | -2.4% | 3 | 12 | 3%

Complete entries, quoted from the list:
CC1CN(c2nc3ccccc3cc2-c2ccccc2)CC(C)O1 (stereo not given) in the list: M1AAP inhibition = 0%; PMI inhibitors = 4%; PMI inhibition = 6%; P. falciparum M17LAP = -4%; TNAP activation fold = 1; Yfh1-depleted yeast = i; XIAP antagonists = -5.5%; WT yeast gro inh = 78*; WT yeast gro inh mutant strain = 67*; LYP phosphatase = 1%
CC(/C=N/NC(=O)c1cc(-c2ccc(C)o2)[nH]n1)=C\c1ccccc1 in the list: M1AAP inhibition = 9%; PMI inhibitors = -1%; PMI inhibition = 2%; P. falciparum M17LAP = -5%; TNAP activation fold = 1.6; Yfh1-depleted yeast = i; XIAP antagonists = -2.2%; WT yeast gro inh = 7; WT yeast gro inh mutant strain = 2; LYP phosphatase = 8%

Going on with the list.
SMILES | M1AAP inhibition | PMI inhibitors | PMI inhibition | P. falciparum M17LAP | TNAP activation fold | Yfh1-depleted yeast | XIAP antagonists | WT yeast gro inh | WT yeast gro inh mutant strain | LYP phosphatase
COc1ccc(N(CC(=O)Nc2ccc(C(N)=O)cc2)S(=O)(=O)c2ccc(C)c([N+](=O)[O-])c2)cc1 | 4% | 6% | 2% | 19% | 1 | i | -4.8% | -18 | 15 | -1%
CC(C)(C)NC(=O)CN(C(=O)CS(=O)CC(=O)Nc1ccc(F)cc1)c1ccc(Cl)cc1 (stereo not given) | 3% | -1% | 2% | 1% | 1 | i | -3.1% | 5 | 6 | -1%
O=C(/C=C/c1ccc2c(c1)OCO2)N1CCOCC1 | 4% | 2% | -3% | 1% | 1.1 | i | -2.7% | -10 | 13 | -7%
CCOC(=O)c1[nH]c(C)c(C(=O)NC2CCCCC2)c1C | -7% | -7% | -10% | -4% | 1.1 | i | -0.3% | -10 | -2 | -6%
O=C(O)c1cc2c([nH]c1=O)CCCC2 | 11% | 9% | 9% | -16% | 1.1 | i | -6.2% | -7 | 6 | -6%
COc1ccc(Br)cc1CNc1ccc2[nH]c(=O)[nH]c2c1 | 8% | 23% | 35% | -1% | 1.1 | i | -2.8% | -4 | -1 | 6%
CCOC(=O)c1cnc2ccc(C)cc2c1NCCO | -2% | -1% | 6% | 3% | 1.1 | i | -5.9% | -12 | 2 | 2%
O=C(Cn1c(=O)oc2cc(S(=O)(=O)NCc3ccccc3)ccc21)N1CCCC1 | 5% | nt | nt | 2% | nt | i | nt | nt | nt | -6%
O=C(CCc1ccccc1)NC(NC(=S)Nc1ccc(Br)cc1)C(Cl)(Cl)Cl (stereo not given) | 5% | -6% | -2% | -7% | 1 | i | -20% | 5 | 0 | 7%
CCOc1ccc(N2C(=O)CC(NC3CCCCNC3=O)C2=O)cc1 (stereo not given) | -8% | -7% | -10% | -4% | 1.1 | i | -2.6% | -19 | 3 | 0%
O=C(O)CCCNS(=O)(=O)c1cccc2nsnc12 | -3% | -5% | -5% | 13% | 1 | i | -2.0% | 15 | 6 | -6%
Cc1ccc(C)c2[nH]c(=O)c(CCNC(=O)c3cccs3)cc12 | 5% | -3% | -7% | 0% | 1.1 | nt | -3.5% | 21 | -9 | -6%
Cn1cc(CNCC2CCCO2)c(-c2ccc(Oc3ccccc3)cc2)n1 (stereo not given) | 2% | 5% | 1% | 7% | 1.1 | i | -10% | 2 | -9 | -9%
Cc1ccc(NC(=O)N2CCSc3ccccc32)cc1 | 1% | 6% | 13% | -2% | 1.2 | i | -5.0% | -1 | 6 | -3%
CC(C)(C)c1cc(-c2ccco2)c(C#N)c(SCC#N)n1 | 11% | 6% | 8% | -13% | 1.1 | i | 0.6% | 4 | -4 | -1%
CCC(Cc1ccccc1)NC(=O)CN(C)S(=O)(=O)c1ccc2c(c1)c(=O)n(C)c(=O)n2C (stereo not given) | 3% | -8% | -2% | -2% | 1.2 | i | -3.4% | 2 | -4 | -4%
CC(=O)NC1=NN(C(C)=O)C(C)(c2ccco2)S1 (stereo not given) | 6% | nt | nt | -13% | 1.1 | i | -8.8% | 2 | 13 | -1%
O=C(COC(=O)Cn1cnc2ccccc2c1=O)Nc1cc(Cl)ccc1[N+](=O)[O-] | -1% | 12% | 12% | -6% | 1 | i | -8.8% | -1 | -8 | 3%
CCc1nc2ccccc2c2nc3ccccc3n12 | 10% | 4% | 12% | -22% | 1 | i | -5.0% | 11 | 31 | -7%
CC(=O)Nc1cccc(-c2nn[nH]n2)c1 | -4% | nt | nt | 5% | nt | i | nt | nt | nt | -3%
Cc1ccc(-n2nnnc2SC(C(=O)c2c[nH]c3ccccc23)c2ccccc2)cc1 (stereo not given) | 2% | 22% | 14% | -1% | 1.2 | i | -17% | 26 | 6 | 9%
CC(=O)C1=C(O)C(=O)N(c2cccnc2)C1c1ccc([N+](=O)[O-])cc1 (stereo not given) | 5% | -18% | -13% | 16% | 1.1 | i | -8.2% | 3 | -9 | -5%
CCCCOc1ccc(CN2CCC(O)CC2)cc1 | -2% | 12% | 10% | 18% | 1 | i | -6.9% | 14 | 10 | -7%
O=c1c(Cc2ccc(F)cc2)c(O)ccn1CCCN1CCOCC1 | 0% | -8% | -8% | -4% | 0.9 | i | -4.4% | 4 | -2 | -6%
Cc1ccc(NC(=O)N(CCC(=O)O)Cc2ccccc2)cc1 | 2% | nt | nt | -1% | nt | i | nt | nt | nt | -9%
Cc1ccc(S(=O)(=O)Nc2nc(C)c(C(=O)N/N=C/c3ccccc3)s2)cc1 | 62µM* | -20% | -8% | 8% | 1.1 | i | -3.5% | 4 | -1 | -4%
CCOc1ccc(C(=O)N[C@H](C(=O)Nc2ccc(OC)c(S(=O)(=O)N3CCOCC3)c2)C(C)C)cc1 | 2% | 11% | 10% | 7% | 1.2 | i | -12% | -11 | 9 | -4%
O=[N+]([O-])c1cccc(CSc2nnc(Cc3ccccc3)n2-c2ccc(F)cc2)c1 | 2% | -7% | -24% | 22% | 1.1 | i | -0.9% | 30 | 14 | -1%
CC(C)CN(C(=O)c1nn(C)c(=O)c2ccccc12)c1nc2ccccc2s1 | 9% | 13% | 5% | 2% | 1.1 | i | -1.9% | 67* | -7.1* | 0%
Cn1c(SCC(=O)NCC2CCCO2)nc2c([nH]c3ccccc32)c1=O (stereo not given) | 2% | 0% | 1% | 4% | 1.1 | i | -4.2% | -7 | -6 | -5%
CN(C(=S)Nc1ccc(SC(F)F)cc1)c1ccc(O)cc1 | 0% | 77%* | nt | 0% | 0.9 | i | -5.4% | 87* | 31* | 14%
COC(=O)c1ccc(Nc2nc(C)cc(C)n2)cc1 | -1% | 5% | 7% | 6% | 1.1 | i | -1.2% | 3 | 10 | -8%
CC(=O)C(=Nc1ccccc1Cl)NNc1ccc(Cl)cc1 | 4% | -34% | -53% | -3% | 1 | i | -11% | 60* | 43* | -7%
COCc1cc(=O)[nH]c(-c2ccccc2OC(F)(F)F)n1 | 3% | nt | nt | 3% | nt | i | nt | nt | nt | -1%
Cc1cc(/C=C(\C#N)C(=O)Nc2ccccc2)c(C)n1-c1ccc(C(=O)O)cc1 | 10% | nt | nt | 12% | nt | i | nt | nt | nt | -1%

Part of the list above in order of formula weight, ascending:
SMILES | M1AAP inhibition | PMI inhibitors | PMI inhibition | P. falciparum M17LAP | TNAP activation fold | Yfh1-depleted yeast | XIAP antagonists | WT yeast gro inh | WT yeast gro inh mutant strain | LYP phosphatase
O=C(/C=C/c1ccc2c(c1)OCO2)N1CCOCC1 | 4% | 2% | -3% | 1% | 1.1 | i | -2.7% | -10 | 13 | -7%
O=c1c(Cc2ccc(F)cc2)c(O)ccn1CCCN1CCOCC1 | 0% | -8% | -8% | -4% | 0.9 | i | -4.4% | 4 | -2 | -6%
CC(C)CN(C(=O)c1nn(C)c(=O)c2ccccc12)c1nc2ccccc2s1 | 9% | 13% | 5% | 2% | 1.1 | i | -1.9% | 67* | -7.1* | 0%

Laid out differently: results already given.
SMILES,M1AAP inhibition,PMI inhibitors,PMI inhibition,P. falciparum M17LAP,TNAP activation fold,Yfh1-depleted yeast,XIAP antagonists,WT yeast gro inh,WT yeast gro inh mutant strain,LYP phosphatase
COCc1cc(=O)[nH]c(-c2ccccc2OC(F)(F)F)n1,3%,nt,nt,3%,nt,i,nt,nt,nt,-1%
Cc1cc(/C=C(\C#N)C(=O)Nc2ccccc2)c(C)n1-c1ccc(C(=O)O)cc1,10%,nt,nt,12%,nt,i,nt,nt,nt,-1%
CC(=O)C(=Nc1ccccc1Cl)NNc1ccc(Cl)cc1,4%,-34%,-53%,-3%,1,i,-11%,60*,43*,-7%

Screening data (PubChem)
